ASM inhibitor: human S-ASM enzyme inhibition. placental ASM, HMU-PC fluorogenic substrate, 60 min. Potency, µM (titrated, usually from 57.5 µM), inactives show at the highest dose activity change, negative = inhibition, most hits filed as inhibitors. 0.006% of 340,000 active. AID 504937; also: potency is read from the fitted curve at half-maximal effect
Target sequence (P17405 47-631 limits assumed): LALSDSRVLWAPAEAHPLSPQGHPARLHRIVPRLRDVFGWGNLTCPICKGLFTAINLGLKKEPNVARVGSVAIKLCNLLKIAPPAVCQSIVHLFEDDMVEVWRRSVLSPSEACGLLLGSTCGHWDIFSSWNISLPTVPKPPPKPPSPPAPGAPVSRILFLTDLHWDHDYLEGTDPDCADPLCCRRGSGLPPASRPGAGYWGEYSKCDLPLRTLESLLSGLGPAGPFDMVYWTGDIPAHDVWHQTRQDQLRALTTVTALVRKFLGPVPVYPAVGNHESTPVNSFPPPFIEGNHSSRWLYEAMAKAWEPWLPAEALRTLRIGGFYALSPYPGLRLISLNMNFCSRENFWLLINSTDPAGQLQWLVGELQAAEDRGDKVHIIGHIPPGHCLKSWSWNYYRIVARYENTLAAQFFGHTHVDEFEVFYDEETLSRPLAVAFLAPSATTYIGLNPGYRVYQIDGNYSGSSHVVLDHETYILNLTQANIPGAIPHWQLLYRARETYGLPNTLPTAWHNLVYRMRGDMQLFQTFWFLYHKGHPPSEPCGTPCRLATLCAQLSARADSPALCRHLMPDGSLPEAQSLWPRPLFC
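qHTS format. ASM enzyme prepared from human placenta hydrolyses the fluorogenic substrate HMU-PC0 (9 uM final) over 60 min at 37 °C after a 10 min compound preincubation.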
BRCA1 expr act: BRCA1 expression activation. Potency, µM (doses to about 46.1 µM), without a hit: at the top dose activation, usual class: activators. MCF7-BRCA1-FFLuc reporter, luminescence, 48 h; response scale: scaled: vehicle 0%, 10 µM genistein 100%. AID 624202. 1.1% of 380,000 active; also: potency is read from the fitted curve at half-maximal effect; nearly all actives have a fitted effect of over 80% in size; some results filed as inactive show a strong effect at the top dose
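Using MCF7 cells harboring a BRCA1 firefly luciferase reporter, plated 2 h before compound pinning, the screen measured luminescence after 48 h incubation. Responses were normalized to DMSO and 10 microM genistein, then fitted for concentration-effect.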
p53 reactivator: restores transcriptional activity of mutant p53; H1299 p53-A138V BP100-luciferase reporter, luminescence, 24 h; Potency, µM (top dose mostly 92.2 µM), inactives show at the top dose activity change, positive = activation, usual class: activators; 0.063% of 320,000 active; also: potency is read from the fitted curve at half-maximal effect; % of control where 0% means no effect; nearly all actives have a fitted effect of over 45% in size
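p53-null H1299 cells stably carrying temperature-sensitive p53-A138V and a BP100-luciferase reporter were pinned with compounds (4-point, 1:5 series) and held 24 hrs at 37 deg C. Luminescence was read 10 min after detection reagent.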
uPA generation: cell surface uPA generation inhibition; AID 540303; Potency, µM (doses to about 38.3 µM), for the others: at the highest dose activity change, negative = inhibition, most hits filed as inhibitors; cell surface uPA generation assay, qHTS; 0.31% of 330,000 active; active = well fitted inhibition curve with a large enough effect; inconclusive = small, poorly fitted or top-dose-only effect; inactive = no such curve, though single readings can be large or run the other way; tested in mouse RAW 264.7 cells; also: potency is read from the fitted curve at half-maximal effect; % is scaled to controls: 0 for no effect and ±100 for the full control effect; nearly all actives have a fitted effect of over 55% in size
ELG1 genotox: induces genotoxicity in HEK293T cells with luciferase-tagged ELG1; HEK293T ELG1-luciferase reporter, luminescence, 16 h; Potency, µM (titrated, usually from 46 µM), inactives show at the top dose activity change, positive = activation, hits mostly activators; 1.3% of 330,000 active; also: potency is read from the fitted curve at half-maximal effect; % of control where 0% means no effect; nearly all actives have a fitted effect of over 60% in size
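After overnight (16 hr) compound treatment at 37 °C, ELG1-luciferase HEK293T cells were lysed with ONE-Glo; luminescence quantified 30 min later at room temperature.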
TRPV1 agonist: activates the human vanilloid receptor TRPV1; AID 540275; 0.19% of 320,000 active; activation, % at 8.33 µM; TRPV1-expressing cells, Fluo-8 calcium influx, agonist mode; in the data active = activation above about 80%; inconclusive = between about 30% and that limit; also: 0% is about no effect
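Cells expressing TRPV1 were dye-loaded with Fluo-8 and read kinetically: 10 s baseline, 3 min after compound (agonist portion), then 2 min after EC20 capsaicin (allosteric enhancer portion). Calcium-bound dye fluorescence at 480/520 nm.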
B2AR arrestin: beta2AR (human) beta-arrestin recruitment activity; P07550; beta-arrestin recruitment to beta2AR, cell-based reporter; Potency, µM (doses to about 46.1 µM), for inactives: at the highest dose activation, most hits filed as activators; 0.02% of 330,000 active; AID 492947;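 also: potency is read from the fitted curve at half-maximal effect; 0% = DMSO controls and full agonism = EC100 isoproterenol or metaproterenol; nearly all actives have a fitted effect of over 65% in size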
Target sequence (P07550 whole entry, looked up): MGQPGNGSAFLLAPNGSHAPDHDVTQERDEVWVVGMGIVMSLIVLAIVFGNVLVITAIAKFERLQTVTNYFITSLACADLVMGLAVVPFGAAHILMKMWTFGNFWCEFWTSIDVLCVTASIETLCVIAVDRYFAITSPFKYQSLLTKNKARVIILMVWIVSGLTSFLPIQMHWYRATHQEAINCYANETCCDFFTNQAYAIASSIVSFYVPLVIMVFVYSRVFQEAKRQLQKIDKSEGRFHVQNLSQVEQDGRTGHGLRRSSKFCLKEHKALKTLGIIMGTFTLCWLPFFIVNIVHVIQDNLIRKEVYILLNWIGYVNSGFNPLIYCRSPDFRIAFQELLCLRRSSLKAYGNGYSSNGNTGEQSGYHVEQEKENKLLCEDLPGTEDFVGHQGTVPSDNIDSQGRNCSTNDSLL
Eya2 phos inh: Eya2 (human) phosphatase inhibition. 0.006% of 330,000 active. Potency, µM (titrated, usually from 76.9 µM), without a hit: at the top dose activity, negative = inhibition, usual class: inhibitors. O00167. AID 488837. recombinant Eya2, OMFP fluorescence dephosphorylation (OMFP is methylfluorescein phosphate); also: potency is read from the fitted curve at half-maximal effect; % is scaled to controls: 0 for no effect and ±100 for the full control effect
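Eya2 protein (added as 0.2 uM solution) was preincubated with compound for 10 min at ambient temperature in 50 mM HEPES pH 7.5, 50 mM NaCl, 5 uM MgCl2, 0.05% BSA, 1 mM DTT. OMFP (added at 50 uM) then reacted 10 min; fluorescence read at 485/525 nm.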
USP2a inh: inhibitors of human ubiquitin-specific protease USP2a; Potency, µM (series often up to 38.3 µM), for inactives: at the highest dose activity change, negative = inhibition, hits mostly inhibitors; AID 463254; USP2 core, Ub-CHOP2 coupled fluorogenic reporter, 485/531; O75604; 0.01% of 330,000 active;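 also: potency is read from the fitted curve at half-maximal effect; plate controls were DMSO wells for no effect and full inhibition by NEM control for full effect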
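USP2 core (10nM final) preincubated 30min RT with compound in 20mM Tris-HCl pH 8.0, 2mM CaCl2, 2mM beta-mercaptoethanol, 0.05% CHAPS; 25nM Ub-CHOP2 plus 25nM reporter substrate added, fluorescence (Ex485/Em531) read after 60min.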
Integrin act MD: activators of alpha7 integrin expression for muscular dystrophy. alpha7betagal myoblasts, beta-gal FDG fluorescence, 48 h. 0.064% of 350,000 active. Potency, µM (series often up to 38.3 µM), without a hit: at the highest dose activation, most hits filed as activators;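 also: potency is read from the fitted curve at half-maximal effect; 100% = response of the positive control SU9516; nearly all actives have a fitted effect of over 60% in size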
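Alpha7betagal+/- myoblasts (passage 13) were plated 16-24 hr, then exposed to compounds (1:260 dilution of DMSO stock) for 48 hours at 37C. After MPER lysis, β-galactosidase reporter activity was read as FDG fluorescence (ex 480/em 540) after 30 minutes.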
PTAP TSG101 blk: blocks PTAP/TSG101 interaction to inhibit HIV-1 budding | 340,000 tested, under 10 active | Q99816 | Potency, µM (top dose mostly 115 µM), inactives show top-dose activity change, negative = inhibition, usual class: inhibitors | Fluorescence polarization, FITC-PTAP peptide / Tsg101 binding; active = well fitted inhibition curve with a large enough effect in the main read-out, with a control signal flat, not every such curve was filed as active; inconclusive = small, poorly fitted or top-dose-only effect, or effect the other way, or a change in a side signal; inactive = no such curve, though single readings can be large or run the other way; also: potency is read from the fitted curve at half-maximal effect; % of control where 0% means no effect
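Fluorescence polarization binding of Tsg101 binding domain (10 uM final) to FITC-labeled PTAP peptide (50 nM final) in HEPES pH 7.5 buffer with NaCl, Tween 20, EDTA, TCEP. Compounds added before peptide; binding 20 min at RT.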
* marks the source's active call; other numbers are inactive results; ? = inconclusive; · = not tested or not shown; [ ] = remark or other dose. Unless noted, calls follow the shape of the dose curve; as a rule, active = well fitted curve in the direction sought with a large enough effect; inconclusive = small, poorly fitted or top-dose-only effect, or another doubt; inactive = no such curve, though single readings can be large; an effect the other way counts as inactive or inconclusive.

SMILES	ASM inhibitor	BRCA1 expr act	p53 reactivator	uPA generation	ELG1 genotox	TRPV1 agonist	B2AR arrestin	Eya2 phos inh	USP2a inh	Integrin act MD	PTAP TSG101 blk
COc1ccc2c(c1)Cc1sc(NC(=O)c3ccco3)nc1-2	-11%	?	?	-9%	13%	22	-0.3%	-19%	-1%	10%	-4%
O=c1oc2ccccc2cc1-c1ccc(O)cc1	17%	?	?	-10%	?	-2	-1.2%	0%	4%	?	-1%
Cc1ccc(C(=O)NC(=S)Nc2ccc(-c3cc4ccccc4oc3=O)cc2)c(C)c1	24%	-40%	-27%	0%	-2%	-2	-1.5%	-14%	3%	8%	0%
O=C(CSc1ccccc1)Nc1ccc2c(c1)C(=O)NC2=O	0%	-3%	8%	10%	1%	?	0.1%	10%	0%	?	-1%
Cc1ccccc1OCC(=O)N/N=C1\CCOc2c(C)cccc21	0%	20%	2%	·	6%	-6	-0.4%	-3%	1%	14%	0%
CC(C)(C)OC(=O)C[C@H]1C/C=C\C[C@@H](CC(=O)N(CCO)Cc2ccccc2)C(=O)N2CCC[C@@H]2COC1=O	4%	0%	-1%	-4%	-3%	·	0.0%	15%	2%	-7%	·
Cc1cc(C)n2nc(CC(=O)NC3CCCCCCC3)nc2n1	2%	15%	-4%	·	-1%	-2	0.1%	1%	4%	17%	-6%
CSCCC(NC(=O)c1ccccc1)C(=O)N1CCN(C(c2ccccc2)c2ccccc2)CC1 (stereo not drawn)	-2%	-41%	-4%	0%	-13%	23	-0.5%	-11%	0%	?	-1%
COCc1nnc(NC(=O)c2cccs2)s1	-2%	27%	0%	-2%	2%	0	-0.3%	14%	1%	-23%	-3%
COCCN1Cc2cccc(C(=O)Nc3cccc(C)c3C)c2C1=O	1%	1%	1%	7%	-3%	1	-1.3%	-9%	7%	-9%	-10%

Entries of single compounds, looked up by structure. Order of screens: ASM inhibitor | BRCA1 expr act | p53 reactivator | uPA generation | ELG1 genotox | TRPV1 agonist | B2AR arrestin | Eya2 phos inh | USP2a inh | Integrin act MD | PTAP TSG101 blk
`COCCN1Cc2cccc(C(=O)Nc3cccc(C)c3C)c2C1=O` is listed with 1% | 1% | 1% | 7% | -3% | 1 | -1.3% | -9% | 7% | -9% | -10%
`Cc1ccccc1OCC(=O)N/N=C1\CCOc2c(C)cccc21` is listed with 0% | 20% | 2% | · | 6% | -6 | -0.4% | -3% | 1% | 14% | 0%
`COCc1nnc(NC(=O)c2cccs2)s1` is listed with -2% | 27% | 0% | -2% | 2% | 0 | -0.3% | 14% | 1% | -23% | -3%

Next section
SMILES	ASM inhibitor	BRCA1 expr act	p53 reactivator	uPA generation	ELG1 genotox	TRPV1 agonist	B2AR arrestin	Eya2 phos inh	USP2a inh	Integrin act MD	PTAP TSG101 blk
CN1C(=O)C(C)(C)c2cc(S(=O)(=O)N3CCCC(C(=O)Nc4ccc(Cl)cc4)C3)ccc21 (stereo not drawn)	-9%	-37%	2%	-4%	-6%	3	0.4%	1%	1%	-31%	-5%
O=C(C[n+]1cn(C(F)F)c2ccccc21)c1ccc(Br)cc1	1%	-26%	-9%	-2%	15%	5	5.1%	-3%	1%	5%	-1%
CC1(C)CC(=O)CC(C2(O)C(=O)N(Cc3ccccc3)c3ccccc32)O1 (stereo not drawn)	-2%	9%	9%	?	0%	3	-0.4%	-1%	1%	-40%	0%
O=C(Nc1ccc(N2CCCC2=O)cc1)c1cncc(Br)c1	3%	35%	-1%	12%	-13%	1	-0.3%	-4%	3%	0%	0%
O=C(CSc1ncccn1)Nc1cc(Cl)ccc1[N+](=O)[O-]	-4%	-15%	4%	3%	7%	1	-0.2%	2%	1%	8%	2%
C=CC[C@H](CC(=O)NCCO)C(=O)NC[C@@H](OC(=O)[C@@H](CC=C)CC(=O)OC(C)(C)C)c1ccccc1	7%	1%	4%	3%	1%	·	-0.6%	0%	0%	8%	-4%
COc1ccccc1N1C[C@@H]2C[C@@H](c3ccco3)N3CCC[C@@]23C1=O	1%	-37%	1%	-3%	-2%	-3	0.2%	1%	2%	-27%	-1%
Cc1cc2[nH]c(=O)c(=O)[nH]c2cc1S(=O)(=O)N(C)C1CCCCC1	-4%	15%	8%	-1%	-2%	-3	0.0%	3%	2%	-9%	-2%
COc1cc(C)c(Br)cc1S(=O)(=O)NCc1cccs1	0%	-7%	-5%	?	0%	21	-1.0%	-7%	-1%	1%	-1%
COC(=O)[C@@H]1C[C@H]2CC[C@H](O)C[C@H]2N1Cc1ccc(C)s1	6%	24%	7%	9%	3%	-1	-0.4%	0%	-9%	20%	0%
O=S(=O)(c1ccc(C2CCCCC2)cc1)N1CCCC1	-3%	-3%	-3%	-1%	-5%	6	-1.0%	-2%	-9%	11%	-3%
O=C(CSc1nncs1)Nc1nccs1	4%	-1%	15%	-2%	-2%	2	-0.4%	5%	-1%	-9%	-4%
COCc1cc(C(C)=O)ccc1OCC(=O)Nc1ccc(NC(C)=O)cc1	1%	-20%	1%	1%	-2%	1	0.2%	14%	10%	-13%	1%
Cc1ccc(S(=O)(=O)N2CCC(C(N)=O)CC2)c(C)c1C	3%	1%	·	-8%	·	3	·	·	·	11%	6%
c1ccc2c(-n3cnnn3)cccc2c1	0%	1%	0%	·	0%	2	-0.3%	-4%	0%	-1%	3%
CCc1ccc2[nH]c(C(=O)Nc3ccc(C)c(F)c3)cc2c1	11%	?	29%	-10%	6%	?	-0.1%	13%	1%	?	-8%
Cc1nc(NC(=O)CN2CCN(c3ccccc3F)CC2)sc1C(=O)N(C)C	0%	0%	·	8%	-2%	4	-0.2%	-24%	-1%	5%	-1%
CC(OC(=O)CCN1C(=O)C2CC=CCC2C1=O)C(=O)Nc1cccc(C#N)c1 (stereo not drawn)	0%	9%	-5%	3%	1%	0	-0.5%	21%	-1%	15%	-1%
Cc1c(N=Cc2cccs2)c(=O)n(-c2ccccc2)n1C	1%	3%	-7%	·	-1%	3	-1.0%	22%[15.4 µM]	0%	6%[7.66 µM]	1%
CSCC(NS(=O)(=O)c1ccc(C)cc1)C(=O)O (stereo not drawn)	6%	0%	-1%	3%	1%	-3	-0.1%	-8%	-1%	-1%	0%
CCCCC(=O)NC(c1ccccc1)c1ccc2cccnc2c1O (stereo not drawn)	-2%	-81%	·	-14%	6%	2	4.6%	-6%	-4%	7%	-3%
CC1CCCC(NC(=O)COC(=O)c2cccs2)C1C (stereo not drawn)	1%	30%	9%	1%	-2%	12	0.2%	-1%	-1%	-5%	-2%
O=S(=O)(NCC(c1ccco1)N1CCN(c2ccccc2)CC1)c1ccc(F)cc1 (stereo not drawn)	-1%	-52%	9%	-7%	-1%	-1	-0.6%	-5%	0%	11%	0%
O=C(C1CCC(CNS(=O)(=O)c2cccs2)CC1)N1CCN(c2ccc(F)cc2)CC1 (stereo not drawn)	-6%	-53%	-4%	-8%	-11%	0	-0.5%	-4%	2%	-59%[inhibitor]	-2%
Cc1nnc(Sc2nc3ccccc3o2)c2ccccc12	-1%	-47%	-20%	-15%	15%	3	-0.1%	-18%	-2%	-57%[inhibitor]	-1%
CC(C)NC(=O)NC(=O)CSc1ccc(S(=O)(=O)N2CCCC2)cn1	1%	-6%	?	-5%	2%	2	0.3%	-11%	-1%	5%	-1%
O=C(NCCN1CCOCC1)/C(=C/c1ccc(Cl)cc1)NC(=O)c1ccccc1	0%	-3%	-1%	-1%	0%	4	0.0%	12%	1%	27%	-2%
Cc1cc(O)ccc1N/C=C1\CCCC1=O	-2%	-50%	29%	-2%	?	5	-0.3%	7%	0%	-10%	0%
Cc1ccc(C(=O)N2CCCC2)cc1Br	5%	4%	0%	-7%	5%	1	-0.5%	3%	0%	4%	-1%
COC(c1ccccc1)c1nnc(CCC(=O)NCCCc2ccccc2)o1 (stereo not drawn)	5%	24%	4%	1%	0%	1	-1.1%	1%	1%	9%	1%
COc1ccc(CC(=O)Nc2ccc(S(=O)(=O)N3CCCCC3)cc2)cc1OC	-2%	-29%	-27%	-2%	-9%	88*	-0.7%	-12%	-21%	-4%	-7%
Cc1cccc(OCCC(=O)NCC(=O)Nc2c(C)cccc2C)c1	1%	14%	-25%	0%	2%	-4	-0.3%	3%	0%	-15%	-2%
Cc1ccc(S(=O)(=O)N2CCN(C(C)C(=O)Nc3ccccc3-c3ccccc3)CC2)cc1 (stereo not drawn)	5%	-19%	-1%	0%	-2%	2	-0.9%	-13%	0%	21%	1%
O=C(N/N=C/c1cc(Cl)cc([N+](=O)[O-])c1O)C(O)(c1ccccc1)c1ccccc1	-12%	-78%	10%	?	9%	3	0.4%	-19%	-14%	-16%	-7%
Nc1oc2ccccc2c(=O)c1-c1ccc2c(c1)OCO2	2%	?	17%	-12%	?	-5	0.2%	-3%	7%	-8%	-2%
